Imprint erasure: genomic imprint erasure induction | mouse ES Peg3-LacZ reporter, beta-gal luminescence, 40 h | 110,000 compounds, 0.02% hits | Potency, µM (titrated, usually from 60.7 µM), without a hit: at the top dose activity change, positive = activation, usual class: activators;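 further: 0% = negative control wells on the plate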
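Readout: BetaGlo luminescence (5 min, room temp) for LacZ from the normally silent maternal Peg3 allele in female Peg3LacZ-Neo ES cells. Cells 300/well, 40 h, 37C, 5% CO2. Data normalized per plate to negative controls.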
IkB signaling: inhibitors of IkB signaling in ABC-DLBCL cells; ABC-DLBCL IkBa-CBG/CBR dual luciferase ratio, 4 h; response scale: scaled: untreated 0%, proteasome inhibitor 100%; Potency, µM (top dose mostly 57.1 µM), for inactives: at the top dose IkBa stabilization activation; 110,000 compounds, 0.04% hits; AID 445; active means well fitted curve in the direction sought with a large enough effect in the signal ratio, not every such curve was filed as active; inconclusive means small, poorly fitted or top-dose-only effect, or a change in a side signal; the % refers to the signal ratio;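 further: the direction sought is a rising ratio; 0% = basal untreated cells and 100% = reference inhibitor full response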
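Luminescence ratio of IκBα-fused green versus native red beetle luciferase in OCI-Ly3 cells, 4 h post-doxycycline with compound; red signal alone, scaled from basal (0%) to zero light (-100%), flagged nonspecific or cytotoxic effects.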
p53ts 39C tox: p53ts cell cytotoxicity, nonpermissive temperature; Potency, µM (highest dose often 46.1 µM), without a hit: top-dose activity change, negative = cell killing, most hits filed as cytotoxic; 130,000 compounds, 1.5% hits; H1299-p53A138V viability at 39C, ATP luminescence, 24 h; further: nearly all actives have a fitted effect of over 55% in size
p53ts 32C kill: p53ts cell cytotoxicity, permissive temperature; Potency, µM (top dose mostly 46.1 µM), inactives show at the top dose activity change, negative = cytotoxicity, hits mostly cytotoxic; H1299-p53A138V at 32C, ATP luminescence viability, 24 h; 130,000 compounds, 0.93% hits;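 further: 0% = DMSO and -100% = full killing by reference compound; nearly all actives have a fitted effect of over 55% in size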
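H1299-p53 A138V cells (temperature-sensitive p53) exposed 24 h to up to 46 uM compound at 32C, where p53 is wild-type in conformation. Viability read as ATP luminescence and normalised to DMSO and 100 uM tamoxifen. AC50 fitted with the Hill equation.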
Active calls of the source: *; u = inconclusive; x = not tested or not shown; & = joins results of further samples; [ ] = remark or other dose. Unless noted, the call rests on the fitted dose curve; in most records, active means well fitted curve in the direction sought with a large enough effect; inconclusive means small, poorly fitted or top-dose-only effect, or another doubt; inactive means no such curve, though single readings can be large; an effect the other way counts as inactive or inconclusive. Unless noted, on the % scale 0 is the no-effect control and ±100 the full control effect; potency means the concentration at half of the fitted maximal effect.

SMILES,Imprint erasure,IkB signaling,p53ts 39C tox,p53ts 32C kill
Cc1cc(C)nc(SCc2nc(N)nc(-c3ccccc3O)n2)n1,-16%,16%,1%,4%
CCOC(=O)C1CCN(C(c2ccc(F)cc2)c2sc3nc(-c4ccco4)nn3c2O)CC1 (stereo not drawn),-7%[10.9 µM],3.8%,-1%,-4%
Cn1cccc1/C=N/NC(=O)c1cccnc1,x,x,-2%,-5%
Cc1cc(S(=O)(=O)NCc2ccc(S(N)(=O)=O)cc2)c(C)s1,-9%,-0.5%,14%,-8%
O=S(=O)(Nc1nc2ccccc2nc1N1CCN(c2ccccn2)CC1)c1ccc(Cl)cc1,-1%,u,-10%,u
COc1ccc(NC(=O)CSc2nnc(C(C)C)n2N)cc1,-5%,0.5%,-4%,10%
COC(=O)CN1C(C(=O)c2ccccc2)=C(OC(=O)c2ccc(F)cc2)c2ccccc2S1(=O)=O,-6%[10.9 µM],3.2%,-10%,3%
O=C(CSc1ncc(-c2ccccc2)[nH]1)Nc1ccccc1,-14%[10.9 µM],u,3%,2%
CCOc1ccccc1NC(=O)CN1C(=O)CC(c2ccc(C)c(C)c2)=Nc2ccccc21,-7%[10.9 µM],-2.5%,-24%,-25%
CCCCCOc1ccc(/C=C/C(=O)Nc2sc(C(C)=O)c(C)c2C(=O)OCC)cc1OC,7%[10.9 µM],1.8%,17%,-3%
COC(=O)[C@@]1(Cc2ccccc2)[C@H]2c3cc(C(=O)N4CCCC4)n(Cc4ccc(OC)c(OC)c4)c3C[C@H]2CN1C(=O)c1ccccc1,-12%,x,10%,17%
Cn1c(=O)c2c(nc(NCCc3ccccc3)n2Cc2ccc(Cl)c(Cl)c2)n(C)c1=O,-12%[10.9 µM],0.2%,-2%,1%

SMILES,Imprint erasure,IkB signaling,p53ts 39C tox,p53ts 32C kill
COc1ccc(OC)c(CCNc2nc3ccccc3c3nc(-c4cccnc4)nn23)c1,u,-0.6%,3%,5%
O=S(=O)(c1ccc(Br)cc1)c1nc(-c2cccs2)oc1SCc1ccccc1F,-21%[10.9 µM],u,10%,4%
COc1cccc2c1Oc1ncccc1N(C(=O)Nc1cccc(Cl)c1)C2,10%[10.9 µM],u,-16%,-2%
CCCN1C2CCCC1CC(NC(=O)c1ccccc1F)C2 (stereo not drawn),-6%,-0.1%,-14%,-2%
CC(C)OCCCNC(=O)Cn1ncc2c(=O)oc3ccccc3c21,-2%,9.6%,3%,9%
O=S(=O)(c1cccc2nsnc12)N1CCc2ccccc21,-3%,5.0%,-2%,14%
CC(C)(C)c1nc(CN2CCCCC2)cc(CN2CCCCC2)c1O,-13%,-3.5%,-10%,-6%
CC1CCN(C(c2ccc(N(C)C)cc2)c2nnnn2Cc2ccc(F)cc2)CC1 (stereo not drawn),-5%,1.9%,2%,6%
COC(=O)c1ccc(C(=O)OC)c(NC2=NS(=O)(=O)c3ccccc32)c1,-3%,1.0%,11%,0%
Cc1cc(N)c2ccccc2[n+]1CCCCCCCCCCCCCC[n+]1c(C)cc(N)c2ccccc21,-58%[inhibitor],u,13µM*,u
Cc1ccc(-n2nc(C(=O)NCCc3cccc(C)c3)c3c4ccccc4n(C)c3c2=O)cc1,13%[10.9 µM],u,1%,3%
Cc1cc(C)cc(-n2c(SCC(=O)N3CCc4ccccc43)nc3c([nH]c4ccccc43)c2=O)c1,-4%[10.9 µM],-1.7%,-13%,1%

SMILES,Imprint erasure,IkB signaling,p53ts 39C tox,p53ts 32C kill
COc1cccc(CNC(=O)CN2C(=O)CSc3ccc(S(=O)(=O)N(C)C)cc32)c1,-6%[10.9 µM],-3.4%,0%,-9%
Cc1ccc(OCCn2cc(C(=O)c3ccco3)c3ccccc32)cc1C,-6%[10.9 µM],u,0%,0%
C=CCn1c(SCC(=O)NCCc2ccccc2)nnc1C(C)NC(=O)c1cccs1 (stereo not drawn),x,x,19%,1%
Brc1ccc(-c2nnc3sc(CN4CCC5(CC4)OCCO5)cn23)cc1,1%,1.9%,-5%,-1%
Cc1cccc(N2CCN(CCCNC(=O)c3sc4ncccc4c3-n3cccc3)CC2C)c1 (stereo not drawn),-11%[10.9 µM],0.2%,-8%,-8%
Cc1ccc(S(=O)(=O)OC[C@@H]2CN3[C@H](c4ccc(Br)cc4)[C@H](C)CC[C@H]3C(=O)O2)cc1,x,x,11%[9.22 µM],4%[9.22 µM]
CN1CCN2c3ccccc3Cc3ccccc3C2C1 (stereo not drawn),-25%&-26%,x,-7%,u
O=C(CN1C(=O)COc2ccccc21)N(Cc1ccccc1)Cc1ccccn1,-9%,1.6%,-7%,1%
CC1=C(c2ccc(C)c(C)c2)S(=O)(=O)N=C1N1CCC(C(=O)NC(C)Cc2ccco2)CC1 (stereo not drawn),3%[10.9 µM],0.8%,26%,39%[activator]
CC(C)OC(=O)CC12CN3CN(C1)CC(CC(=O)OC(C)C)(C3)C2=O,x,x,12%,8%
COc1nn(CC(=O)N2N=C(C(F)F)CC2(O)C(F)F)cc1[N+](=O)[O-] (stereo not drawn),x,x,7%,-15%
O=C(c1sc2ccccc2c1Cl)N(Cc1cccs1)C1CCS(=O)(=O)C1 (stereo not drawn),-16%,0.0%,-6%,4%

SMILES,Imprint erasure,IkB signaling,p53ts 39C tox,p53ts 32C kill
COC(=O)c1[nH]c2cc(OC)ccc2c1NC(=O)CCN1CCN(c2cccc(C)c2C)CC1,-15%,u,-20%,-18%
COc1ccc(-c2cc(C(F)(F)F)nc(SCC(=O)NCCN3CCOCC3)n2)cc1OC,x,x,24%,12%
COc1ccc(-c2cn3c(C)c(C(=O)NC(C)C)sc3n2)cc1,-4%,1.4%,0%,-4%
CN(Cc1ccccc1)C(=O)NC1CCCCC1,x,x,-18%,-28%
O=C(CCc1nc(CN2CCN(S(=O)(=O)c3ccc(Cl)cc3)CC2)no1)N1CCCCC1,3%[10.9 µM],1.1%,-21%,-3%
CCOc1ccc(CNCc2c(C(=O)O)c(C)n(Cc3ccc(C)cc3)c2C)cc1,7%[10.9 µM],u,-6%,6%
COC1=C(OC)C(=O)C(C/C=C(\C)CC/C=C(\C)CC/C=C(\C)CC/C=C(/C)CC/C=C(\C)CC/C=C(\C)CC/C=C(\C)CC/C=C(\C)CC/C=C(\C)CCC=C(C)C)=C(C)C1=O,-7%,x,-4%,1%
CCn1c(SCC(=O)N2CCOCC2)nc2oc3c(Cl)cc(Cl)cc3c(=O)c2c1=O,-9%,-1.6%,10%,3%
CCCC(c1nnnn1Cc1ccc(OC)cc1)N1CCC(C(N)=O)CC1 (stereo not drawn),-9%,0.9%,-1%,6%
Cc1nc2ccc(NC(=O)Nc3ccnc4cccnc34)cc2o1,-13%,u,-18%,u
NCCOc1ccccc1-c1ccccc1,-9%,-0.5%,u,-11%
OC1CN=C2CCCc3c2n(c2ccc(Cl)cc32)C1 (stereo not drawn),-4%,0.1%,-14%,-2%

SMILES,Imprint erasure,IkB signaling,p53ts 39C tox,p53ts 32C kill
Cc1ccc(-n2nc(C)c3c(C)cc(=O)n(CC(=O)NCc4ccc(OC(C)C)cc4)c32)cc1,16%[10.9 µM],-1.2%,0%,-5%
O=C(O)[C@@H](O)[C@@H](O)[C@H](O)C(=O)CO,-9%[10.9 µM],0.2%[11.4 µM],-4%[9.22 µM],-1%[9.22 µM]
Cc1ccc(C)c(NC(=O)C2CCCN2S(=O)(=O)c2ccc3c(c2)n(C)c(=O)c(=O)n3C)c1 (stereo not drawn),-9%[10.9 µM],u,5%,-7%
Cc1ccc(-n2nc3c(N4CCC(C(=O)NC(C)c5ccccc5)CC4)nnc(C)c3c2C)cc1 (stereo not drawn),-6%[10.9 µM],u,16µM*,u
CCCN(CCC)S(=O)(=O)c1ccc(C(=O)Nc2nnc(-c3cccc(OC)c3)o2)cc1,-27%,4.2%,u,u
COc1ccccc1CNc1ncncc1-c1ccc2c(c1)OCO2,-7%,1.3%[11.4 µM],-22%,-8%
O=S(=O)(O)c1cc(O)c2c(N=Cc3ccccc3O)cc(S(=O)(=O)O)cc2c1,6%[10.9 µM],1.1%[11.4 µM],10%[9.22 µM],-3%[9.22 µM]
Cc1cccc(-n2ncc3c(Nc4ccc(Oc5ccc(Cl)cc5)cc4)ncnc32)c1,-14%[10.9 µM],u,40%[activator],29%
CCc1ccc(S(=O)(=O)Nc2ccc(-c3ccc(N4CCCCCC4)nn3)cc2)cc1,-14%[10.9 µM],u,-24%,-5%
Cc1ccc(C(=O)Nc2nnc(S(=O)(=O)N3CCOCC3)s2)cc1,-12%[10.9 µM],-0.5%,0%,-4%
Cc1nc2nc(C)c(CCC(=O)NCc3ccc4c(c3)OCO4)c(C)n2n1,-7%,-1.6%,6%,-1%
CC1CCN(C(=O)CSc2nc(-c3ccc(C(C)C)cc3)no2)CC1,-17%[10.9 µM],u,u,u

Some of the entries above, set out differently.
> Cc1cccc(-n2ncc3c(Nc4ccc(Oc5ccc(Cl)cc5)cc4)ncnc32)c1
  Imprint erasure = -14%[10.9 µM]	IkB signaling = u	p53ts 39C tox = 40%[activator]	p53ts 32C kill = 29%

> CCc1ccc(S(=O)(=O)Nc2ccc(-c3ccc(N4CCCCCC4)nn3)cc2)cc1
  Imprint erasure = -14%[10.9 µM]	IkB signaling = u	p53ts 39C tox = -24%	p53ts 32C kill = -5%

> Cc1ccc(C(=O)Nc2nnc(S(=O)(=O)N3CCOCC3)s2)cc1
  Imprint erasure = -12%[10.9 µM]	IkB signaling = -0.5%	p53ts 39C tox = 0%	p53ts 32C kill = -4%

> Cc1nc2nc(C)c(CCC(=O)NCc3ccc4c(c3)OCO4)c(C)n2n1
  Imprint erasure = -7%	IkB signaling = -1.6%	p53ts 39C tox = 6%	p53ts 32C kill = -1%

Further records
SMILES,Imprint erasure,IkB signaling,p53ts 39C tox,p53ts 32C kill
O=C(COc1ncnc2ccccc12)N1CCOCC1,-2%,-0.1%,0%,2%
CCc1c(C)[nH]c2c1C(=O)C(CN1CCOCC1)CC2 (stereo not drawn),-14%,x,7%,5%
Cc1ccc2[nH]cc(C(=O)NCc3cccs3)c(=O)c2c1,x,x,4%,-10%
O=C1CCC(C(=O)NC2(C(=O)NC3CCCCC3)CCCCC2)N1 (stereo not drawn),-6%,-0.1%,6%,-4%
CCN(CC)S(=O)(=O)N1CCC(C(=O)NCc2ccc(C)cc2)CC1,-11%,2.6%,12%,8%
COc1cccc(NS(=O)(=O)c2ccc3c(c2)N(C)C(=O)CC(=O)N3C)c1,-4%[10.9 µM],u,-20%,4%
Cc1nn(CCC(=O)NCc2cccc(Br)c2)c(=O)c2nn(-c3ccccc3)c(C)c12,-10%[10.9 µM],0.0%,2%,7%
Cc1ccc2cc(CCNC(=O)C3CCCC3)c(=O)[nH]c2c1,-66%[inhibitor],-1.5%,u,-8%
Cc1ccc(NC(=O)C2CCCN(S(=O)(=O)c3c(C)noc3C)C2)c(C)c1 (stereo not drawn),-8%,-1.2%,7%,-2%
CCCCC(=O)Nc1sc(C(=O)N(CC)CC)c(C)c1C(=O)OC,x,x,-8%,3%
COc1ccc2c(c1)CCC1C2CC[C@]2(C)[C@H](NCCCCCCN3C(=O)C=CC3=O)CC[C@@H]12 (stereo partly drawn),x,-3.7%,14%,-7%
COc1ccc(C2CC(=O)C(C=NCCN3CCNCC3)=C(O)C2)cc1OC (stereo not drawn),9%,5.2%,5%,0%

SMILES,Imprint erasure,IkB signaling,p53ts 39C tox,p53ts 32C kill
CCCP(=O)(CC(=O)N(CC)CC)c1ccccc1 (stereo not drawn),-6%,-1.2%,3%,-3%
O=S(=O)(Cc1ccccc1Cl)N1CCCCC1,-5%,1.2%,0%,23%
Cc1ccccc1NC(=O)CSc1nc(-c2ccccc2C)nc2cc(=O)[nH]n12,-6%[10.9 µM],u,8%,16%
CCCCS(=O)(=O)NC1=NCN(C2CCN(Cc3ccccc3)CC2)CN1,-2%,-1.0%,6%,-9%
O=C(NCCC1=CCCCC1)C1CCCN(c2nc3ccccc3o2)C1 (stereo not drawn),-11%,3.1%,-2%,-2%
Cc1nn(-c2ccccc2)c2sc(C(=O)N(Cc3ccco3)C(C)C(=O)NC(C)(C)C)cc12 (stereo not drawn),-10%,u,-13%,-7%
